Bioassay records (PubChem BioAssay)
TAG inh = inhibitors of triacylglycerol accumulation; H9c2 cells, Nile Red lipid (TAG) fluorescence; cells loaded with 200 µM oleic acid; inhibition, % at 12.5 µM; 0.66% of 230,000 active; AID 651582;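 active means pattern-corrected inhibition of lipid staining of at least 50% with the nuclear-stain viability signal not falling by more than 50%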;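 further: 0% = DMSO wells and 100% = triacsin C control wells; some results filed as inactive read as strong as hits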
TAG inh DAPI viability = second read-out of TAG inh, no call of its own (marks repeat the call); DAPI nuclei signal change (viability), lower = more cytotoxic, %;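 whole-well DAPI fluorescence read on a plate reader as a viability signal; minus 50 percent equals half of cells still viable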
Starred values were filed as active, the others as inactive.

Results follow in this order: TAG inh DAPI viability	TAG inh
COc1ccc(-n2c(SCC(=O)NCC3CCCO3)nc3ccccc32)cc1 (stereo not given)
→ -0.5	-3.3
O=C(Nc1nc2ccccc2s1)c1ccc2sc([C@H]3C[C@H](O)[C@@H](CO)O3)nc2c1
→ -4.6	-2.6
N#CC(Cc1ccccc1)(Cc1ccccc1)C(=O)NN
→ -0.6	3.0
CCOC(=O)C1(Cc2ccccc2)CCN(Cc2ccc(COC)o2)CC1
→ 16.1	1.7
Cc1nn(C)c(Cl)c1CN1CCC(CO)(CC2CCCCO2)CC1 (stereo not given)
→ -9.3	-12.4
Cc1cc(NC(=S)N(CCCN2CCN(C)CC2)Cc2ccco2)ccc1Cl
→ 4.2	0.0
COc1cccc(C(=O)Nc2ccccc2-c2ccccc2)c1
→ -4.3	-4.8
Cc1ccc(S(=O)(=O)N2CCCCC2)cc1NC(=O)Cn1c(=O)cnc2ccccc21
→ -5.0	1.3
Cc1ccccc1NC(=O)CSc1nnc(Cc2ccccc2)c(=O)n1N
→ -2.4	20.9
CC(C)(C)C(=O)Nc1cccc(-c2cc(-c3c(Cl)cccc3Cl)no2)c1
→ 3.7	13.0
C=CCNc1nc(C(=O)OCC(=O)c2ccc(C)c([N+](=O)[O-])c2)cs1
→ -2.0	-4.3
N#Cc1c(N2CCCC(O)C2)nc(N)c2c(N)nc3c(c12)CC(=O)N3C12CC3CC(CC(C3)C1)C2 (stereo not given)
→ -17.4	-47.2
c1coc(CNc2c3c(nc4ccccc24)CCC3)c1
→ 5.0	-1.2
C=CCOc1ccc(/C=C/C(=O)OCC(=O)NCC2CCCCC2)cc1
→ -5.0	17.9
CCCN(CC(=O)Nc1ccccc1C)C(=O)c1ccc(=O)n(Cc2ccccc2)n1
→ -8.6	6.7
O=C(Nc1ccc(S(=O)(=O)N2CCCC2)cc1)c1ccc([N+](=O)[O-])o1
→ -53.7	82.3
CC1CCCC(C)N1NC(=S)Nc1ccc(OC(F)F)cc1 (stereo not given)
→ 4.3	-10.7
O=C(O)CSC12CC3CC(C1)CC(C(=O)O)(C3)C2
→ 5.5	-13.7
CCC1CCCCN1C(=O)NC(=O)c1ccccc1 (stereo not given)
→ -2.8	14.3
COc1cccc(C2CC(c3ccccc3C)n3nc(N)nc3N2)c1 (stereo not given)
→ 0.9	-14.1
Cc1ccc(NS(=O)(=O)c2ccc3c(c2)NC(=O)CC(=O)N3)cc1C
→ 5.8	-13.5
CCN(CC)c1ccc(/C=N/NC(=O)c2cnccn2)c(O)c1
→ -31.4	47.7
Cc1csc(Nc2ccccc2)[n+]1C
→ 5.1	3.5
CCN(CC)S(=O)(=O)c1ccc(OCC(=O)NCc2ccco2)cc1
→ -2.7	0.2
O=C(CCC(=O)Nc1ccccc1)NNC(=O)CCc1ccccc1
→ -4.5	0.7
CSc1ncccc1C(=O)OCc1nc2ccsc2c(=O)[nH]1
→ -1.7	15.6
COC(=O)C1=C(C)N=c2s/c(=C/c3cccs3)c(=O)n2C1c1cccs1 (stereo not given)
→ -6.6	-3.4
CN(C)c1cccc(CNC(=O)c2csc(COCCO)n2)c1
→ 2.5	-13.7
COc1ccc(NC(=O)C/C(C)=N/NC(=O)c2ccncc2)c([N+](=O)[O-])c1
→ 3.2	-1.0
C=CCn1c(C)nc2ccccc2c1=O
→ -5.8	16.2
C(=N\Nc1nc(N2CCOCC2)nc(N2CCOCC2)n1)/c1ccncc1
→ -7.3	11.6
COc1cc(/C=C/C(=O)OC(C)C(=O)NC2CCCCC2C)cc(Cl)c1OC (stereo not given)
→ -2.2	-0.4
CCOc1ccc(CN2CCN(Cc3cc4c(cc3Cl)OCO4)CC2CCO)cc1 (stereo not given)
→ 15.8	-54.6
O=C(COc1ccccc1Cl)N1CCCC1
→ 0.5	-0.9
CCn1c(CNc2ccc(OC)cc2)nnc1SCC(=O)c1ccc(OC)cc1
→ 0.2	3.1
O=C(Nc1cccc(Cl)c1)Nc1ccc2c(c1)OCO2
→ 6.4	-25.6
CCC1(CC)NC(=O)N(CC(=O)Nc2cccc3ccccc23)C1=O
→ -4.9	-4.2
CC1CCCCC12NC(=O)N(CC(=O)Nc1ccccc1N1CCOCC1)C2=O (stereo not given)
→ -3.1	4.9
COc1ccc(C(=O)Nc2ccc(N3CCCC3)cc2)cc1
→ 9.3	11.7
O=C1C2CC=C(Cl)CC2C(=O)N1CNc1ccccn1 (stereo not given)
→ 1.3	-13.6
O=C(COC(=O)C1=COCCO1)Nc1ccc([N+](=O)[O-])cc1C(F)(F)F
→ 3.9	5.2
CC(=O)Nc1ccc(C(=O)OCC(=O)Nc2ccc(S(=O)(=O)N3CCOCC3)cc2)cc1
→ -2.0	2.8
CCCC(=O)Nc1ccc(-c2csc(N/N=C\c3ccncc3)n2)cc1
→ 8.8	25.1
O=C(COc1ccccc1)Nc1ccc(S(=O)(=O)Nc2ncccn2)cc1
→ -8.7	-11.6
CCC(C)NS(=O)(=O)c1ccc(-c2csnn2)s1 (stereo not given)
→ -2.2	-2.6
O=C(COC(=O)Cc1ccccc1[N+](=O)[O-])NNC(=O)c1ccc([N+](=O)[O-])cc1
→ -3.9	3.8
CCCC1CCC(c2ccc(/C(N)=N/O)cc2)CC1 (stereo not given)
→ -2.0	10.4
CCOC(=O)C1=C(C)NC(=O)NC1c1c(O)ccc2ccccc12 (stereo not given)
→ -12.7	-4.0
C[C@H](NC(=O)OC(C)(C)C)C(=O)N/N=C/c1ccc2nccnc2c1
→ -4.1	-16.4
CS(=O)(=O)c1ccc(Cl)c(NC(=O)COC(=O)/C=C/c2cnc3ccccc3n2)c1
→ 0.0	1.5
CN(C)c1nc(N(C)C)nc(N2CC(=O)N(c3ccccc3)C2=N)n1
→ -7.0	7.4
Cc1[nH]c(=O)[nH]c(=O)c1/C=N/NC(=O)[C@H](C)N
→ 8.8	-10.3
CCN(CC(=O)NCc1cccs1)C(=O)c1cccc(S(=O)(=O)N(C)C)c1
→ -1.6	-10.7
Cc1cnc(NC(=O)CN2CCN(c3ccccc3F)CC2)s1
→ -8.5	-7.9
CC(C)n1ncc2c(C(=O)NCCOc3ccccc3F)cc(C3CC3)nc21
→ -0.2	-7.3
O=S(=O)(c1ccc(Br)cc1)N1CCn2c(nc3ccccc32)C1
→ 1.2	2.1
COc1ccc2c(OC)cc(-c3ccccc3)nc2c1
→ 2.2	-0.5
CCOC(=O)c1c(C)[nH]c(C(=O)NCC(c2ccco2)N2CCCCC2)c1C (stereo not given)
→ 0.0	-7.6
COc1ccc(Cn2c(=O)[nH]c3cc(C(=O)NCCc4ccc(S(N)(=O)=O)cc4)ccc3c2=O)cc1
→ -9.4	15.9
O=C(NC1(C(=O)O)CCCC1)C(Cl)Cl
→ 10.7	2.5

Remaining list, next part
Results follow in this order: TAG inh DAPI viability	TAG inh
COc1cccc(Nc2c3c(nc4c(-c5ccccc5)c(C)nn24)CCC3)c1
→ 32.3	-25.3
COc1cccc(NC(=O)Nc2nnc([C@H]3C[C@H](O)[C@@H](CO)O3)s2)c1
→ 7.5	7.2
CSc1nnc(Cc2cc(=O)[nH]c(=O)[nH]2)n1-c1cccc(C)c1
→ 1.1	-6.1
Cc1ccccc1Cn1nnc(C(=O)Nc2ccc3c(c2)OCCO3)c1N
→ -4.0	-33.4
S=c1[nH]nc(-c2cccnc2)n1/N=C/C=C/c1ccccc1
→ -9.1	3.2
CCN(C(=O)COC(=O)/C=C/c1ccc(C)o1)c1c(N)n(Cc2ccccc2)c(=O)[nH]c1=O
→ 8.1	12.4
Nc1[nH]n2c(=O)c3c(nc2c1N=Nc1ccccc1)CCCC3
→ 13.5	1.8
O=C(COC(=O)C1=NN(c2ccccc2)C(=O)CC1)NCc1ccccc1Cl
→ -8.1	-3.6
Cc1cc(NC(=O)c2cccc(Cl)c2)n[nH]1
→ -6.8	8.1
COc1ccc2[nH]c3c(c2c1)CCN1C(=O)C(CC(=O)NCCC2=CCCCC2)C[C@H](C(=O)N2CCCCC2)[C@@]31C (stereo not given in full)
→ -8.6	33.7
Oc1c(C(c2cccs2)N2CCN(c3ccc(F)cc3)CC2)sc2ncnn12 (stereo not given)
→ -6.2	-1.1
CSCCC(NC(=O)c1ccco1)C(=O)OCC(=O)N1c2ccccc2NC(=O)C1(C)C (stereo not given)
→ 0.4	5.5
Cc1cc2cc(CNS(=O)(=O)c3ccccc3)ccc2n1C
→ 8.3	2.3
Fc1ccc2cnc(-c3ccccc3)c(-c3cccc(C(F)(F)F)c3)c2c1
→ -8.6	2.8
COC(=O)c1c(N2C(=O)CC(Sc3ncccc3C(=O)O)C2=O)sc(C)c1C (stereo not given)
→ -7.3	3.0
CN(CC(=O)Nc1ccc(N2CCOCC2)cc1)C(=O)c1cc2c(s1)CCCC2
→ -1.6	27.2
CCNc1nc(NCC)n2c(SCC(=O)Nc3ccccc3)nnc2n1
→ -2.6	3.8
O=C(CCNS(=O)(=O)c1ccc(OC(F)(F)F)cc1)N1CCCC1
→ -5.3	21.5
O=C1c2ccccc2C(Nc2ccccc2F)N1c1cccnc1 (stereo not given)
→ -10.5	1.1
COC(=O)c1cc(S(=O)(=O)Nc2nn(C)c3cccc(F)c23)oc1C
→ -1.1	4.7

2 neighbouring compounds already listed, quoted:
Results follow in this order: TAG inh DAPI viability	TAG inh
Cc1ccccc1Cn1nnc(C(=O)Nc2ccc3c(c2)OCCO3)c1N
→ -4.0	-33.4
S=c1[nH]nc(-c2cccnc2)n1/N=C/C=C/c1ccccc1
→ -9.1	3.2

Next records
Results follow in this order: TAG inh DAPI viability	TAG inh
CC(C)(C)OC(=O)C[C@H]1C/C=C\C[C@@H](CC(=O)N(CCO)Cc2ccccc2)C(=O)NC[C@@H](c2ccccc2)OC1=O
→ -5.8	10.4
O=C(Nc1cccc2c1CCCC2)c1cc(C2CCCCN2C(=O)CCCc2ccccc2)on1 (stereo not given)
→ 11.6	6.0
O=C1CCN2C=Nc3cccc4ccc1c2c34
→ 1.6	-0.1
C#Cc1cc(N2CCN(C(=O)c3ccoc3)CC2)n2nc(-c3cccc(Cl)c3)cc2n1
→ -4.7	45.8
COc1ccc(N2CCN(C(=O)C3CCCN(S(=O)(=O)c4cccc5cccnc45)C3)CC2)cc1 (stereo not given)
→ -4.4	-14.2
COc1cc(C(=S)N2CCOCC2)cc(OC)c1OC(=O)c1ccc(F)cc1
→ -3.5	-18.8
CN(C)C(C)(C)/C=C/C(O)(c1ccccc1)c1ccccc1
→ -2.8	6.5
COC(=O)CC(=O)CSc1nc(C)cc(C)c1C#N
→ 3.6	-4.6
COc1cc(/C=N/NC(=O)CNc2n[nH]c(=O)[nH]c2=O)ccc1OCc1ccccc1
→ 10.2	-6.1
Cc1ccc(Cl)c2sc(NC(=O)C3CC3)nc12
→ -6.9	8.9
CCOC(=O)CNC(=S)N(Cc1ccccc1)Cc1cccs1
→ -4.4	0.5
Cn1cc(-c2coc3c(C(=O)NCc4cccs4)cccc23)cn1
→ -0.1	-19.9
O=c1ccc2cc(S(=O)(=O)N3CCN(c4ccccc4)CC3)ccc2[nH]1
→ 6.5	0.6
C/C(=N/NS(=O)(=O)c1ccc(Cl)cc1)c1ccncc1
→ 18.9	-28.4
COc1ccc(S(=O)(=O)NCc2cccnc2)cc1NC(=O)c1ccc(Cl)cc1
→ 3.0	-11.0
Cn1c(=O)c(C(=O)CN2CCCCC2)c(N)n(Cc2ccccc2)c1=O
→ 8.8	-18.3
COc1cc(C(c2c(C)[nH][nH]c2=O)c2c(C)[nH][nH]c2=O)ccc1OS(=O)(=O)c1ccc(C)cc1
→ 7.6	3.9
COc1ccc(NC(=O)CN(C)C(=O)C2=NN(c3ccccc3)C(=O)CC2)cc1
→ 0.6	8.8
O=C(NCc1cccnc1)c1cccc(NC(=O)c2ccco2)c1
→ -2.4	3.9
CC(=O)Nc1ccc(C(=O)OCC(=O)NCc2ccc3c(c2)OCO3)cc1
→ -1.1	5.0
Cc1cccc(C)c1-n1c(SCC(=O)NCc2ccco2)nc2ccccc2c1=O
→ -1.2	18.5
Cc1ccnc(SC2CC(=O)N(c3ccc(Cl)cc3)C2=O)n1 (stereo not given)
→ 68.7	-6.2
Cc1nc2ccccc2c(C)c1CC(=O)N(C)CC(=O)Nc1cccc(F)c1
→ 6.7	4.7
CC(C)CC(=O)Nc1nnc(CCc2ccccc2)s1
→ 3.0	-8.6
Cc1ccccc1CSc1ccc(S(=O)(=O)N2CCCC2)cn1
→ -6.7	-24.0
Cc1cc(C)cc(NC(=O)c2nnn(Cc3cc(C)ccc3C)c2N)c1
→ -6.8	14.4
FC(F)(F)c1cccc(NC(=S)N2CCN(c3ccccn3)CC2)c1
→ -8.5	1.1
COc1ccc(C(=O)Nc2ccc(N3CCOCC3)cc2)cc1S(=O)(=O)N1CCOCC1
→ -3.2	7.2
CC(C(c1cccs1)c1c(N)n(C)c(=O)n(C)c1=O)[N+](=O)[O-] (stereo not given)
→ 0.5	2.4
O=C1CC(c2ccccc2)CC(O)=C1C=NCCN1CCN(Cc2ccccc2)CC1 (stereo not given)
→ 8.0	-4.1
COc1ccc(C(=O)N2CCCC(CO)C2)cc1OC1CCN(C(C)C)CC1 (stereo not given)
→ 5.6	-11.7

Reprinted at random: three records from the list, in no set order.
Results follow in this order: TAG inh DAPI viability	TAG inh
COc1ccc(C(=O)N2CCCC(CO)C2)cc1OC1CCN(C(C)C)CC1 (stereo not given)
→ 5.6	-11.7
Cc1ccnc(SC2CC(=O)N(c3ccc(Cl)cc3)C2=O)n1 (stereo not given)
→ 68.7	-6.2
CC(C(c1cccs1)c1c(N)n(C)c(=O)n(C)c1=O)[N+](=O)[O-] (stereo not given)
→ 0.5	2.4

Entries of single compounds, quoted from the list. Order of screens: TAG inh DAPI viability, TAG inh
Profile of FC(F)(F)c1cccc(NC(=S)N2CCN(c3ccccn3)CC2)c1 : -8.5, 1.1
Profile of Cc1ccccc1CSc1ccc(S(=O)(=O)N2CCCC2)cn1 : -6.7, -24.0
Profile of COc1ccc(C(=O)N2CCCC(CO)C2)cc1OC1CCN(C(C)C)CC1 (stereo not given) : 5.6, -11.7

These rows are one share of the data. The share of hits here may be higher or lower than overall.
